High-throughput results as filed in PubChem BioAssay.
Wnt bcat act: Wnt/beta-catenin pathway activators, primary screen, cell-based, plate reader, single point; Wnt/beta-catenin reporter cell assay, activator; activation, % at 9.35 µM; 300,000 compounds, 1.2% hits; in the data active = activation above about 30%, passing the limit was not always enough; inconclusive = no clear call, values can overlap the other calls;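 also: 0% = neutral control wells and 100% = positive control wells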
CDK5 p35 inh: inhibitors of human CDK5/p35 kinase, primary screen, biochemical, single concentration | inhibition, % at 10 µM | AID 488839, 2010 | 330,000 compounds, 0.01% hits | Recombinant CDK5/p35, ADP-Glo luminescence, 60 min;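 active = highest replicate inhibition of at least 50% and at least 75% of replicates reaching 50%; inconclusive = only one of the two criteria met; inactive = both criteria failed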;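 also: plate controls were DMSO neutral control for no effect and GW8510 at 10 µM for full effect; many of its hits are not listed in these tables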
Rtt109 HAT inh: inhibitors of C. albicans Rtt109/Vps75 HAT, primary screen, biochemical, ThioGlo CoA-SH fluorescence, plate reader; Histone acetyltransferase RTT109 (Candida albicans (strain SC5314 / ATCC MYA-2876)), …; 330,000 compounds, 0.16% hits; purified Rtt109/Vps75, 4 h; inhibition, % at 34.9 µM;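 active = inhibition of at least 50% in every replicate; inconclusive = best replicate reaches 50% inhibition but some replicates fall short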
Target sequence (Q5AAJ8 whole entry, looked up): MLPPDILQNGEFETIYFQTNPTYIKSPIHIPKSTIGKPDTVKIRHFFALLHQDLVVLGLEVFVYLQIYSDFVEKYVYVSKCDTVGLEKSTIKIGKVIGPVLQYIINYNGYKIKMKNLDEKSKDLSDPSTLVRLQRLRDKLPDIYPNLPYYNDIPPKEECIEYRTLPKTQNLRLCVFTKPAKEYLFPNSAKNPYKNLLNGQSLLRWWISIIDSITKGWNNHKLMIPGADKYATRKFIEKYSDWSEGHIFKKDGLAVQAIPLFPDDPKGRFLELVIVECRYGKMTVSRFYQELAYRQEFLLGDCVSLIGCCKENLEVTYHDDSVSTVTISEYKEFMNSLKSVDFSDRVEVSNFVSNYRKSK
Tat export inh: E. coli Tat export inhibitors, primary screen, MC4100, TorA-mCherry reporter, fluorescence, single point; inhibition, % at 10 µM; 340,000 compounds, 0.036% hits;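 active = mean replicate inhibition at least 50% and at least half of replicates individually reaching 50%; inconclusive = only one of the two criteria met; inactive = neither criterion met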;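 also: exported cargo escapes ClpAP degradation while cytoplasmic cargo is degraded and loses fluorescence; 0% = median of neutral control wells and 100% = median of NaSCN control wells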
CAL PDZ FP-1: CAL PDZ peptide-binding inhibitors, primary screen, biochemical, fluorescence polarization, Cer-tagged CAL PDZ, HTS; Golgi-associated PDZ and coiled-coil motif-containing protein (Homo sapiens), Q9HD26; purified CAL PDZ, TMR-peptide fluorescence polarization, 1 h; inhibition, % at 20 µM; 330,000 compounds, 0.02% hits; AID 504414, 2011;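 active = highest replicate inhibition of at least 40%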;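 also: plate controls were DMSO neutral control wells for no effect and unlabeled competitor peptide control wells for full effect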
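Test system: purified CerCALP PDZ construct; Compound dosing: one concentration, 20 µM compound; Also added: TMR-labelled reporter peptide T*-PRC34 bound in PDZ groove; Read-out: inhibition from polarization loss; Controls: unlabelled peptide and DMSO controls; Signal: FP readout, S and P plane fluorescence; Incubation: 1 h at RT.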
V-ATPase pH: regulators of yeast V-ATPase proton pumping, primary screen, pHLuorin cytosolic pH fluorescence; S. cerevisiae; response, % at 10 µM; 350,000 compounds, 0.37% hits; in the data active = response mostly above about 7.3%, no sharp cut-off; inactive = mostly below about 5.4%; also: actives read high; inactives centre near 0; some compounds called inactive have numbers as strong as hits
cardiac RTF act: cardiac RTF calcium sensitivity activators, primary screen, biochemical, IANBD-TnC fluorescence, EC20 calcium. IANBD-labeled TnC RTF fluorescence at EC20 calcium; 0% EC20 calcium, 100% full calcium. Troponin I, cardiac muscle (Homo sapiens) + Troponin T, cardiac muscle (Homo sapiens) + …. activation, % at 7.2 µM. 340,000 compounds, 0.24% hits;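 active = activation above the mean over all tested compounds plus 3 SD, cut at about 30% in these data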;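 also: rise in fluorescence read as greater calcium sensitivity of cardiac thin filaments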
CAL PDZ FP-2: untagged CAL PDZ binding inhibitors, primary screen, biochemical, fluorescence polarization, HTS; purified CAL PDZ, TMR-peptide fluorescence polarization, 1 h; inhibition, % at 24.9 µM; 300,000 compounds, 0.92% hits; AID 602252, 2012;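 active = mean inhibition of at least 30% with at least half of replicates also reaching 30%; inconclusive = no clear call, values can overlap the other calls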;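 also: 0% = DMSO neutral control and 100% = excess unlabeled competitor peptide PRC23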
MITF TRPM1 HTS: activators of MITF-driven TRPM1 promoter reporter, primary screen, cell-based, SK-MEL-5, luciferase, single point. 300,000 compounds, 0.75% hits. SK-MEL-5 TRPM1-promoter luciferase, 24 h; % of positive control, neutral wells = 0. activation, % at 12.5 µM;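 active = mean activation of at least 80% with every replicate also reaching 80%; inconclusive = mean reaches 80% but some replicate falls short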;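 also: 0% = neutral control wells and 100% = parthenolide positive control wells; values of inactives mirror those of a sister screen read the other way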
dFosB activator: activators of delta FosB homodimer, primary screen, biochemical, fluorescence polarization, TAMRA-CDK5 oligo, single point | purified delta FosB; percent of positive-control signal above neutral wells | 340,000 compounds, 0.99% hits | AID 493131, 2011 | Protein FosB (Mus musculus), P13346 | activation, % at 25 µM;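 active = mean activation above about 17%, with every replicate also reaching it, limit read from the data, passing the limit was not always enough; inconclusive = only one of the two conditions met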;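 also: fluorescence polarization rise as delta FosB binds a TAMRA Cdk5 AP-1 oligo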
Target sequence (P13346 whole entry, looked up): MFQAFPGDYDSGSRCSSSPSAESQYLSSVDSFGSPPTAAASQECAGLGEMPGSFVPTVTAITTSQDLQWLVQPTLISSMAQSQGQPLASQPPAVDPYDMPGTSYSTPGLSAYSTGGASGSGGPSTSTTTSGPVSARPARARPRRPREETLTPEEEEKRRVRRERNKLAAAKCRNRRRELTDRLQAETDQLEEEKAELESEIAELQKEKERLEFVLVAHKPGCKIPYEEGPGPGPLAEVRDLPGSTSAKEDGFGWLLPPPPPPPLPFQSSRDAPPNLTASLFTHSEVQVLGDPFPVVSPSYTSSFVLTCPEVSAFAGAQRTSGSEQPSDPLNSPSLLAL
* marks the source's active call; other numbers are inactive results; ? = inconclusive; / = no result given.

#1 CCc1ccccc1N(CC(=O)N1CCN(c2ccccc2F)CC1)S(C)(=O)=O
#2 CC(c1ccc2c(c1)OCO2)n1c(=S)[nH]c2ccccc2c1=O (stereo not given)
#3 N#Cc1ccc(C(=O)N2CCN(c3ncccn3)CC2)cc1
#4 CCN1C(=O)[C@H]2[C@@H](c3ccc(-c4ccc(OC)cc4)cc3)N3CCCC[C@@]3(C(=O)OC)[C@H]2C1=O
#5 CC(C)C(C(=O)Nc1ncn[nH]1)N1C(=O)c2ccccc2C1=O (stereo not given)
#6 Cn1c(-c2ccc(-c3ccccc3)cc2)c[nH]c1=S
#7 Cc1nc2sc(C(c3ccccc3)N3CCN(C)CC3)c(O)n2n1 (stereo not given)
#8 COc1ccc(-n2nccc2-c2nn(-c3cccc(OC)c3)c(=O)n(C)c2=O)cc1
compound no. | 1 | 2 | 3 | 4 | 5 | 6 | 7 | 8
Wnt bcat act | -7 | 3 | -1 | -9 | -4 | / | -1 | /
CDK5 p35 inh | 0.4 | 0.4 | 0.9 | -0.7 | -0.9 | 3.5 | 1.2 | -0.1
Rtt109 HAT inh | 5 | 8 | 4 | 5 | 8 | 3 | 3 | 1
Tat export inh | 1 | 16 | -8 | -1 | -2 | -4 | 0 | 11
CAL PDZ FP-1 | -1.1 | -1.3 | -0.6 | -0.1 | 0.2 | -0.5 | -0.7 | -1.4
V-ATPase pH | -4 | 0 | 1 | -1 | 2 | / | 4 | 2
cardiac RTF act | 1 | 1 | -4 | 4 | -7 | 9 | -1 | -6
CAL PDZ FP-2 | 3 | -9 | -4 | -1 | 1 | -4 | / | /
MITF TRPM1 HTS | 6 | 1 | 1 | -1 | 7 | 27 | / | 7
dFosB activator | -2 | -3 | 3 | 2 | -3 | -9 | -1 | -9

#9 O=C1CCC(C(=O)Nc2cc(C(F)(F)F)ccc2-n2cncn2)=NN1
#10 COc1cc(C(=O)NCC(=O)N/N=C/c2ccc(-c3cccc([N+](=O)[O-])c3)o2)cc(OC)c1OC
#11 COc1ccc(/C=N/NC(=O)c2ccc(O)cc2)cc1CN1CCCc2ccccc21
#12 O=C(COc1ccc([N+](=O)[O-])cc1)Nc1cccnc1
#13 COc1ccc(/C=N\NC(=O)COc2ccccc2Cl)cc1Cn1nc(C)cc1C
#14 CCn1cc(C(=O)NCc2ccco2)c(=O)c2cc(S(=O)(=O)N3CCCCCC3)ccc21
#15 COc1ccc(C(=O)C2CCCN(Cc3cn[nH]c3-c3ccccc3)C2)cc1OC (stereo not given)
#16 CCc1nn2c(N3CCOCC3)cc(C)nc2c1-c1ccccc1
compound no. | 9 | 10 | 11 | 12 | 13 | 14 | 15 | 16
Wnt bcat act | -4 | 0 | 6 | 1 | / | 0 | -1 | 2
CDK5 p35 inh | 0.4 | -3.0 | -3.3 | -5.1 | 0.0 | -2.0 | -0.3 | -1.3
Rtt109 HAT inh | 1 | -3 | 1 | -8 | -2 | -4 | 1 | -12
Tat export inh | -2 | -2 | 21 | -2 | -2 | -9 | 1 | -4
CAL PDZ FP-1 | 1.0 | -2.9 | 0.4 | -1.6 | -0.6 | -1.6 | -1.3 | 0.0
V-ATPase pH | 6 | 0 | -1 | 0 | -3 | 2 | 8 | 4
cardiac RTF act | -2 | 3 | 5 | -1 | 0 | 6 | 6 | -3
CAL PDZ FP-2 | 1 | -1 | -4 | -1 | 5 | -2 | / | 9
MITF TRPM1 HTS | -7 | -4 | -16 | -17 | -4 | -10 | -10 | -1
dFosB activator | -10 | 4 | -2 | 0 | ? | -13 | -4 | -1

#17 COc1ccc(/C=C2/CCCC(C(=O)C(F)(F)F)=C2O)cc1OC
#18 CCOc1ccc(/C=N/n2nnnc2N)cc1OCC
#19 CCc1ccc(OCC(=O)Nc2ncc3c(n2)CC(C)(C)CC3=O)cc1
#20 O=C1NC(=S)SC1=Cc1cc(Br)ccc1O
#21 O=C(COc1ccc(Cl)cc1)N1CCN(C(=O)c2ccccc2F)CC1
#22 CCCc1nc2ccccc2c(C(=O)OCC(=O)NCc2ccco2)c1CC
#23 O=C(Cn1nnc2ccccc21)c1ccccc1
#24 COC(=O)c1ccc(C2C(Oc3ccccc3)C(=O)N2CCc2ccc(OC)c(OC)c2)cc1 (stereo not given)
compound no. | 17 | 18 | 19 | 20 | 21 | 22 | 23 | 24
Wnt bcat act | 2 | -1 | / | -3 | 1 | / | -4 | /
CDK5 p35 inh | -2.9 | -2.1 | -0.7 | 0.2 | -0.6 | -1.7 | 0.2 | 0.6
Rtt109 HAT inh | 6 | -1 | 1 | -4 | -7 | 2 | -3 | -4
Tat export inh | 1 | 1 | -3 | -1 | -12 | 6 | -9 | -12
CAL PDZ FP-1 | -0.6 | 0.4 | -2.8 | -1.1 | -2.8 | -0.4 | -0.3 | 0.1
V-ATPase pH | -2 | -2 | 3 | 3 | -2 | -1 | 4 | -5
cardiac RTF act | -6 | 5 | -5 | -4 | 1 | -1 | 0 | 5
CAL PDZ FP-2 | / | / | -20 | -7 | 1 | -1 | -1 | 0
MITF TRPM1 HTS | / | 4 | 0 | -8 | -3 | 5 | 51 | -4
dFosB activator | 7 | -8 | -8 | -9 | 0 | -4 | 8 | 0

9 compounds already listed, ordered by length of the SMILES, descending.
#14 CCn1cc(C(=O)NCc2ccco2)c(=O)c2cc(S(=O)(=O)N3CCCCCC3)ccc21
#15 COc1ccc(C(=O)C2CCCN(Cc3cn[nH]c3-c3ccccc3)C2)cc1OC (stereo not given)
#19 CCc1ccc(OCC(=O)Nc2ncc3c(n2)CC(C)(C)CC3=O)cc1
#17 COc1ccc(/C=C2/CCCC(C(=O)C(F)(F)F)=C2O)cc1OC
#22 CCCc1nc2ccccc2c(C(=O)OCC(=O)NCc2ccco2)c1CC
#16 CCc1nn2c(N3CCOCC3)cc(C)nc2c1-c1ccccc1
#18 CCOc1ccc(/C=N/n2nnnc2N)cc1OCC
#20 O=C1NC(=S)SC1=Cc1cc(Br)ccc1O
#23 O=C(Cn1nnc2ccccc21)c1ccccc1
compound no. | 14 | 15 | 19 | 17 | 22 | 16 | 18 | 20 | 23
Wnt bcat act | 0 | -1 | / | 2 | / | 2 | -1 | -3 | -4
CDK5 p35 inh | -2.0 | -0.3 | -0.7 | -2.9 | -1.7 | -1.3 | -2.1 | 0.2 | 0.2
Rtt109 HAT inh | -4 | 1 | 1 | 6 | 2 | -12 | -1 | -4 | -3
Tat export inh | -9 | 1 | -3 | 1 | 6 | -4 | 1 | -1 | -9
CAL PDZ FP-1 | -1.6 | -1.3 | -2.8 | -0.6 | -0.4 | 0.0 | 0.4 | -1.1 | -0.3
V-ATPase pH | 2 | 8 | 3 | -2 | -1 | 4 | -2 | 3 | 4
cardiac RTF act | 6 | 6 | -5 | -6 | -1 | -3 | 5 | -4 | 0
CAL PDZ FP-2 | -2 | / | -20 | / | -1 | 9 | / | -7 | -1
MITF TRPM1 HTS | -10 | -10 | 0 | / | 5 | -1 | 4 | -8 | 51
dFosB activator | -13 | -4 | -8 | 7 | -4 | -1 | -8 | -9 | 8

Arranged by count of non-hydrogen atoms (rising): part of the list above
#20 O=C1NC(=S)SC1=Cc1cc(Br)ccc1O
#23 O=C(Cn1nnc2ccccc21)c1ccccc1
#22 CCCc1nc2ccccc2c(C(=O)OCC(=O)NCc2ccco2)c1CC
compound no. | 20 | 23 | 22
Wnt bcat act | -3 | -4 | /
CDK5 p35 inh | 0.2 | 0.2 | -1.7
Rtt109 HAT inh | -4 | -3 | 2
Tat export inh | -1 | -9 | 6
CAL PDZ FP-1 | -1.1 | -0.3 | -0.4
V-ATPase pH | 3 | 4 | -1
cardiac RTF act | -4 | 0 | -1
CAL PDZ FP-2 | -7 | -1 | -1
MITF TRPM1 HTS | -8 | 51 | 5
dFosB activator | -9 | 8 | -4
